KCNK9 block: human KCNK9 channel inhibition; Q9NPC2; HEK293 KCNK9, FluxOR thallium flux fluorescence; stronger effect = lower value; B-score at 10 µM; hit rate 1.2% among 310,000;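 active = ratio B-score over 3 SD below the library mean, with starting fluorescence within 5 SD of its mean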;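 also: negative B-score means less thallium flux so channel inhibition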
Dyrk1A ADPGlo: inhibitors of rat Dyrk1A kinase. Q63470. ADP-Glo luminescence, NFATc1 peptide. inhibition, % at 12.5 µM. hit rate 0.43% among 310,000; in the data active = inhibition above about 50%;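 also: plate controls were vehicle with enzyme for no effect and no enzyme for full effect; many of its hits are not listed in these tables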
KCNQ1 act: human KCNQ1 channel potentiation or activation; P51787; CHO-K1 KCNQ1, thallium flux FluxOR fluorescence; stronger effect = higher value; B-score at 10 µM; hit rate 0.35% among 310,000; AID 2648;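 active = fluorescence ratio B-score, a plate-corrected score, at least three library SD, with initial intensity B-score within 5 SD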
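Assay system: CHO-K1 cells stably expressing KCNQ1; Medium: assay buffer with matched DMSO; Also added: K+/Tl+ depolarizing stimulus; Dosing: single dose; Timing: dye 90 min, compound 20 min, room temperature; Measured by: kinetic FluxOR thallium fluorescence, 10-s 1-Hz baseline, 110-s post-stimulus read; Read-out: peak-minus-minimum fluorescence over initial fluorescence, negative-control normalized, B-scored.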
KCNK3 block: human KCNK3 channel inhibition, primary screen. O14649. CHO-KCNK3 thallium flux, FluxOR fluorescence; stronger effect = lower value. B-score at 10 µM. hit rate 0.84% among 340,000. AID 602410;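 active = B-score under library mean minus 4 SD, starting fluorescence ratio at most library mean plus 5 SD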;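 also: more negative B-score means stronger inhibition of thallium flux through KCNK3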
PolyA inh: blocks polyadenylation in yeast reporter cells; S. cerevisiae SKY197-pL101 polyadenylation reporter, beta-gal luminescence; efflux-impaired pdr1/pdr3 knockout yeast; score 100 = 6 SD above DMSO; calls only at 12 µM; hit rate 0.02% among 300,000;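 active = lowest replicate activity score at least 50, where 100 means six control SD above control mean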;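 also: yeast exposed to compound for 9 h at 30 °C; higher score means more reporter readthrough which indicates perturbed polyadenylation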
TRPC4 inh: inhibitors of mouse TRPC4 channel. HEK293 TRPC4beta/mu-opioid, DAMGO-evoked Fluo4 calcium flux; stronger effect = lower value. Q9QUQ5. B-score at 10 µM. hit rate 0.39% among 300,000;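 active = B-score over 3 SD under the library average, no early fluorescence shift, positive overall ratio signal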
Target sequence (Q9QUQ5 whole entry, looked up): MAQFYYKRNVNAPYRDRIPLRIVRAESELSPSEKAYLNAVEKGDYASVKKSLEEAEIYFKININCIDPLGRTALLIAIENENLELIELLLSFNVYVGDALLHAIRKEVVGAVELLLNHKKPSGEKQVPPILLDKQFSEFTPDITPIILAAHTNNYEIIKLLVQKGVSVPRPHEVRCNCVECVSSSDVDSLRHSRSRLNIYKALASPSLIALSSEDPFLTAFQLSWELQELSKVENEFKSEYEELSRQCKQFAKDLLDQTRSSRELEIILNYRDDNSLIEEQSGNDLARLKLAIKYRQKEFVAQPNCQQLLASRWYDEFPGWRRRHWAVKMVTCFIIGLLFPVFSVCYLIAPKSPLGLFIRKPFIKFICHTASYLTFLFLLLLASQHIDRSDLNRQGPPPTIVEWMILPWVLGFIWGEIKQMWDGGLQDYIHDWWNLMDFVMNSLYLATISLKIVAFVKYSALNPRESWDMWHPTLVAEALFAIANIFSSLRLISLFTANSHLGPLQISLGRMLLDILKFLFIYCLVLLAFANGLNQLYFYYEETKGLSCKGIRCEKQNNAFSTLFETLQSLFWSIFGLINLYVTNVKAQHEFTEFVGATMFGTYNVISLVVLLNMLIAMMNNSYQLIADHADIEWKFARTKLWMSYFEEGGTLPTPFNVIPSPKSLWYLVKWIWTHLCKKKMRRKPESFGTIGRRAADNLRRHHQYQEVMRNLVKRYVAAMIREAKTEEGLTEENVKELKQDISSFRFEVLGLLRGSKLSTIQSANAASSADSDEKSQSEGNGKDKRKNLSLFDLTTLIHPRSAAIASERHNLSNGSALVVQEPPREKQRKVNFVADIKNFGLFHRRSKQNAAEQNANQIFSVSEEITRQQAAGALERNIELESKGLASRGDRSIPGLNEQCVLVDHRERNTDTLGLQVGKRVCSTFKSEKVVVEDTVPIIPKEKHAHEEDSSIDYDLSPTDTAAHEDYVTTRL
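material = TRPC4beta/mu-opioid receptor HEK293 cell line | probe or stimulus = sequential submaximal and maximal DAMGO stimulation | compound dosing = one concentration per compound | measured by = Fluo4 Ca2+ flux fluorescence | evaluation = integrated fluorescence ratio relative to baseline, converted to per-well B score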
TRPC4 act: TRPC4 (mouse) channel activation; Q9QUQ5; HEK293 TRPC4beta/mu-opioid, Fluo4 calcium fluorescence; stronger effect = higher value; B-score at 10 µM; hit rate 0.49% among 310,000; AID 2237;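 active = B-score above 5 SD of library B-scores, and initial fluorescence ratio not above library mean plus 5 SD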;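 also: positive B-score marks a calcium rise read as TRPC4 activation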
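Assay system: HEK293 stable line with TRPC4beta plus mu-opioid receptor; schedule: 45 min room-temperature Fluo4 loading, 110 s read; technique: kinetic Fluo4 calcium fluorescence; evaluation: integrated baseline-normalised fluorescence ratio, converted to per-well B score; controls: buffer (low) and maximal DAMGO (high)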
KCNQ1 inh: inhibitors of human KCNQ1 potassium channel; B-score at 10 µM; hit rate 1.3% among 310,000; CHO-K1 KCNQ1, FluxOR thallium flux fluorescence; stronger effect = higher value; AID 2642; P51787;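 active = compounds whose thallium flux B-score, printed positive for inhibition, exceeds three library SD while starting fluorescence stays within three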;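 also: channel opened by potassium depolarization with thallium stimulus after 20 min compound exposure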
hERG rescue: shields human hERG channel from block by proarrhythmic agents. Q12809. CHO-hERG, FluxOR thallium flux, dofetilide IC70 present. activation (rescue from dofetilide block), less the hit threshold, % at 10 µM. hit rate 0.51% among 310,000;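 active = activation above the mean of controls blocked by dofetilide plus 5 SD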;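 also: thallium influx through hERG after potassium depolarization seen as dye fluorescence rise; in these data hits start at about 4.7%; inactives centre near -7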
Platelet DG rel: modulates dense granule release in human platelets. human platelet-rich plasma, SFLLRN dense granule ATP release, luminescence. inhibition, %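 (compounds screened at 7.5 µM in platelet-rich plasma)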. hit rate 0.22% among 300,000. AID 1663;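 active = mean replicate score, as percent of positive control, at or above 50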
TRPC4 PAM: allosterically enhances the mouse TRPC4 cation channel | hit rate 0.42% among 310,000 | Q9QUQ5 | B-score at 10 µM | HEK293 TRPC4beta/mu-opioid, DAMGO EC20, Fluo-4 Ca2+ flux; stronger effect = higher value;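 active = B-score of calcium response area above 5 SD of library B-scores, with initial fluorescence ratio within 5 SD of library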;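 also: B-score of integrated fluorescence ratio over time as area under calcium response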
Starred values were filed as active, the others as inactive; i = inactive; x = no result given. These rows are one share of the data; the hit share may differ from the screen's.

smiles,KCNK9 block,TRPC4 inh,KCNK3 block,KCNQ1 inh,TRPC4 act,PolyA inh,Platelet DG rel,Dyrk1A ADPGlo,hERG rescue,KCNQ1 act,TRPC4 PAM
CCCCOc1nc(N2CCOCC2)nc(C)c1[N+](=O)[O-],i,i,i,i,i,i,-3.1,1.2,-11.0,i,i
COc1cccc(NC(=O)Nc2nnc(CC(=O)NCc3ccccc3)s2)c1,i,i,i,i,i,i,-12.7,-2.7,-11.0,i,i
CC(Oc1cc2oc(=O)cc(-c3ccccc3)c2cc1Cl)C(=O)NCC1CCC(C(=O)O)CC1 (configuration not stated),i,i,i,i,i,i,-3.5,9.0,-10.8,i,i
O=C(CCCCCn1c(=S)[nH]c2ccc(N3CCOCC3)cc2c1=O)NCCc1ccccc1,i,i,i,i,i,i,-3.5,-5.0,-7.7,i,i
Cc1ncc(CSc2nnnn2-c2ccccc2)c(N)n1,i,i,i,i,i,i,6.2,5.9,-4.1,i,i
COc1cc(/C=C2/C(=O)NN(c3cccc(Cl)c3)C2=O)cc(OC)c1O,i,i,i,i,i,i,2.9,x,-10.0,i,i
COc1ccc(C(=O)N2CCC(O)(c3ccc(F)cc3)CC2)cc1OC,i,i,i,i,i,i,2.6,-3.2,-1.6,i,i
O=C(O)/C=C/C(=O)NCCC(c1ccccc1)c1ccccc1,i,i,i,i,i,i,7.0,-4.3,-5.8,i,i
COc1cc(-n2ccnc2SC)c(Cl)cc1Cl,i,i,i,i,i,i,-0.7,-2.1,-11.0,i,i
Cc1cc(NCCCN2CCOCC2)n2nc(C)c(-c3ccccc3)c2n1,i,i,i,i,i,i,-6.1,5.6,-3.0,i,i
CCC(=O)Nc1ccccc1N1CCN(c2ccc(F)cc2)CC1,i,i,i,i,i,i,-10.4,11.3,-7.2,i,i
COC(=O)c1ccccc1NC(=O)NCC1CCCO1 (configuration not stated),i,i,i,i,i,i,-2.2,6.9,-10.3,i,i
CC(C)(C)OC(=O)N/N=C/c1ccc(N2CCOCC2)s1,i,i,i,i,i,i,17.7,-4.8,-9.8,i,i
O=C(c1ccccc1)N1CCCCC(S(=O)(=O)c2ccccc2)C1=O (configuration not stated),i,i,i,i,i,i,1.0,x,2.2,i,i
CC(=O)C1=C(C)NC(=O)CC1c1ccccc1Cl (configuration not stated),i,i,i,i,i,i,-0.7,0.2,-6.8,i,i
CCC(=O)c1ccccc1OCCCN1C(=O)NC(C)(C)C1=O,i,i,i,i,i,i,2.1,14.7,-3.1,i,i
NC(=O)Nc1ccc(C(=O)OCC(=O)NC2CCCCC2)cc1,i,i,i,i,i,i,1.2,-5.8,0.3,i,i
C=CCn1c(SCC(=O)N(C)c2c(N)n(Cc3ccccc3)c(=O)[nH]c2=O)nnc1-c1ccccc1OC,i,i,i,i,i,i,23.4,0.3,-12.4,i,i
O=C(CSc1nnc(-c2cccs2)n1-c1ccccc1)NCc1ccco1,i,i,i,i,i,i,-1.5,-3.6,-12.4,i,i
O=C(/C=C/c1ccc(F)cc1)NC(=S)NNC(=O)c1cccnc1,i,i,i,i,i,i,-1.8,-1.0,-6.1,i,i
Cc1ccccc1CN1CCN(CC(=O)NCc2ccco2)C1=O,i,i,i,i,i,i,10.7,1.5,-6.7,i,i
COc1ccc(CN(Cc2cccn2C)S(=O)(=O)c2ccc(F)cc2)cc1,-6.85*,i,i,i,i,i,3.1,-8.6,-2.1,i,i
CC1=C(C(=O)Nc2ccc(C(=O)NCCCN3CCCCC3)cc2)SCCO1,i,i,i,i,i,i,-6.1,6.7,-8.4,i,i
Clc1ccc(Sc2cc(Cl)c(-c3ccccc3)nn2)cc1,i,i,i,i,i,i,5.0,-2.5,-17.8,i,i
O=C(CSc1nc(=O)n(CCCN2CCOCC2)c2c1CCCC2)Nc1cccc([N+](=O)[O-])c1,i,i,i,i,i,i,-2.4,-0.8,-10.6,i,i
Cc1ccc(C(=O)CSc2nc(-c3ccccc3)cc(=O)[nH]2)cc1,i,i,i,i,i,i,5.4,-4.0,-8.3,i,i
COC(=O)c1ccc(Sc2ccccc2NS(=O)(=O)c2ccc(C)cc2)nc1,i,i,i,i,i,i,0.7,-5.3,-13.6,i,i
CCCCNC(=O)CNC(=O)c1cccs1,i,i,i,i,i,i,3.6,6.7,-6.0,i,i
Cc1ccc(NC(=S)N(CCCN2CCOCC2)Cc2ccco2)cc1Cl,i,i,i,i,i,i,18.3,1.2,-10.8,i,i
CC1=CC(C)(C)n2c(O)c(N=NC(N)=S)c3c(C)c(C)cc1c32,i,i,i,i,i,i,8.6,-4.6,-13.9,i,i
COc1ccc2nc(N3C(=O)CNC3=S)sc2c1,i,i,i,i,i,i,3.4,11.3,-6.4,i,i
Cc1onc(-c2c(F)cccc2Cl)c1-c1nnc(-c2ccc(C(F)(F)F)cc2)o1,i,i,i,i,i,i,-5.7,4.3,-5.8,i,i
Cc1ccc(NC(=O)N2CCCC2C(=O)Nc2ccc(-n3cnnn3)c(C)c2)cc1 (configuration not stated),i,i,i,i,i,i,9.3,1.7,-5.5,i,i
Cn1c2ccccc2c2c(C(=O)N3CCN(c4ccccc4)CC3)cn(C3CCCC3)c(=O)c21,i,i,i,i,i,i,3.1,6.2,-10.6,i,i
O=S(=O)(NCCSCc1ccc(Cl)cc1Cl)c1ccc2c(c1)OCCO2,i,i,-9.1*,7*,i,i,-0.1,1.0,-1.4,i,i
Cc1ccc2[nH]c(=O)c(CN(Cc3cccs3)S(=O)(=O)c3ccc4c(c3)OCCO4)cc2c1,i,i,i,i,i,i,5.0,1.6,-6.4,i,i
CC1CC(C)CN(S(=O)(=O)c2ccc3c(c2)CC(C)N3C(=O)C2CC2)C1 (configuration not stated),i,i,i,i,i,i,0.8,-3.0,-9.3,i,i
CCCOc1ccc(C(=O)NNC(=S)NC(=O)c2ccccc2[N+](=O)[O-])cc1,i,i,i,i,i,i,3.1,-3.8,-15.9,i,i
CCC(Oc1ccccc1)C(=O)Nc1nnc(S(=O)(=O)Nc2ccccc2)s1 (configuration not stated),i,i,i,i,i,i,13.9,-0.3,-18.5,i,i
COC(=O)c1cc2ccsc2n1CC(=O)Nc1cc(Cl)ccc1OC,i,i,i,i,i,i,-8.5,-6.6,-6.6,i,i
Clc1cccc(-c2nnc(-c3ccno3)o2)c1,i,i,i,i,i,i,25.9,x,-9.9,i,i
Cc1ccc(OCC(=O)Nc2cc(NC(=O)COc3ccc(C)cc3)cc(C(=O)O)c2)cc1,i,i,i,i,i,i,-0.1,7.0,-5.0,i,i
CC(C)(C)CC(=O)Nc1cc2c3c(c1)CCN3C(=O)CC2,i,i,i,i,i,i,-7.4,0.4,-8.4,i,i
CCCCN(C)CCNC(=O)Cn1ncc2c(=O)oc3ccc(C)cc3c21,i,i,i,i,i,i,-4.8,5.1,-14.3,i,i
Cc1ccccc1NC(=O)C(=O)NCCCN1CCCC1=O,i,i,i,i,i,i,-2.7,x,-11.3,i,i
O=C(Nc1cccc(F)c1)C1CC(=O)N(c2ccc(Br)cc2)C1 (configuration not stated),i,i,i,i,i,i,9.1,5.7,-5.0,i,i
Cn1cc(CN2CCCC(C(=O)c3ccc(-c4ccccc4)cc3)C2)cn1 (configuration not stated),i,i,i,i,i,i,-4.0,5.0,-12.8,i,i
O=C(CNC(=O)C1CCCCC1)OCC(=O)c1ccc(Cl)s1,i,i,i,i,i,x,0.5,-6.2,-6.8,i,i
CCC(=O)n1nc(-c2ccco2)nc1N,i,i,i,i,i,i,-3.0,-7.6,-0.4,i,i
O=C(CN1CCN(C2CCCCC2)CC1)Nc1ccc(Br)cc1,i,i,i,i,i,i,1.4,x,-1.4,i,i
COc1ccccc1C(CNC(=O)CSc1ccc2ccccc2c1)N(C)C (configuration not stated),i,i,i,i,i,i,-7.1,5.0,-9.9,i,i
CCC/C=N/Nc1nnc(Cc2ccccc2)c(=O)[nH]1,i,i,i,i,i,i,-7.8,-5.0,0.9,i,i
Cc1ccccc1S(=O)(=O)c1c(C)cc(-c2ccccc2)[nH]c1=O,i,i,i,i,i,i,6.3,2.0,-8.0,i,i
O=C(c1ccc(SCc2cccc(Br)c2)c([N+](=O)[O-])c1)N1CCN(c2ccccn2)CC1,i,i,i,i,i,i,-1.5,-4.7,-15.3,i,i
O=[N+]([O-])c1ccccc1S(=O)(=O)Nc1nc2ccccc2s1,i,i,i,i,i,i,-6.5,-2.7,-3.8,i,i
O=C(O)c1ccc(N/N=C/c2ccc(OC(=O)c3ccccc3Cl)cc2)cc1,i,i,i,i,i,i,0.6,4.6,-5.0,i,i
Cc1nc(NN)c2c3c(sc2n1)COC(C)(C)C3,i,i,i,i,i,i,3.9,2.4,-7.4,i,i
COCC(C)NC(=O)C1c2ccccc2Oc2ccccc21 (configuration not stated),i,i,i,i,i,i,-4.5,-3.2,-7.8,i,i
O=C(CSCc1ccco1)c1cccs1,i,i,i,i,i,i,85.4*,-0.1,-7.7,i,i
COc1cccc(Nc2ncc(C(=O)O)c3ccccc23)c1,i,i,i,i,i,i,-7.6,8.4,-8.8,i,i

The listing continues.
smiles,KCNK9 block,TRPC4 inh,KCNK3 block,KCNQ1 inh,TRPC4 act,PolyA inh,Platelet DG rel,Dyrk1A ADPGlo,hERG rescue,KCNQ1 act,TRPC4 PAM
CCOC(=O)C(Cc1ccccc1)NC(C)=O (configuration not stated),i,i,i,i,i,i,1.5,-4.4,-2.5,i,i
CN1CCN(CCCC(=O)c2ccc(F)cc2)CC1,i,i,i,i,i,i,-1.7,6.5,-11.3,i,i
COc1ccc(C2/C(=C(/O)c3ccccc3)C(=O)C(=O)N2CCCN2CCOCC2)cc1 (configuration not stated),i,i,i,i,i,i,1.3,2.8,0.1,i,i
O=C(Nc1ccc2[nH]ncc2c1)c1cccc(F)c1,i,i,i,i,i,i,-0.5,14.4,-6.7,i,i
